M1 PAM parental – nonselective activator or artifact in parental CHO-K1 calcium assay. activation, % at 3 µM. actives 0.02% (n = 360,000). ATP EC20, Fluo-8 calcium fluorescence; 0% at ATP EC20, 100% at ATP max;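 active means activation above the run cutoff, the mean activation of all test compounds plus 3 SD, cut at about 40% in these data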;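 further: peak over basal fluorescence ratio in a 140 s read after ATP addition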
V1aR counter – activates human V1a receptor in oxytocin agonist counter-screen; P37288; CHO-V1R cells, Fluo-8 calcium fluorescence, agonist mode; 0% DMSO, 100% 3 nM vasopressin; activation, % at 3 µM; actives 0.25% (n = 320,000); AID 2797;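 active means activation above the mean activation of all tested compounds plus 3 SD, per screening run, cut at about 20% in these data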;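 further: signal is peak over basal fluorescence ratio across a 100 second FLIPR read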
Target sequence (P37288 whole entry, looked up): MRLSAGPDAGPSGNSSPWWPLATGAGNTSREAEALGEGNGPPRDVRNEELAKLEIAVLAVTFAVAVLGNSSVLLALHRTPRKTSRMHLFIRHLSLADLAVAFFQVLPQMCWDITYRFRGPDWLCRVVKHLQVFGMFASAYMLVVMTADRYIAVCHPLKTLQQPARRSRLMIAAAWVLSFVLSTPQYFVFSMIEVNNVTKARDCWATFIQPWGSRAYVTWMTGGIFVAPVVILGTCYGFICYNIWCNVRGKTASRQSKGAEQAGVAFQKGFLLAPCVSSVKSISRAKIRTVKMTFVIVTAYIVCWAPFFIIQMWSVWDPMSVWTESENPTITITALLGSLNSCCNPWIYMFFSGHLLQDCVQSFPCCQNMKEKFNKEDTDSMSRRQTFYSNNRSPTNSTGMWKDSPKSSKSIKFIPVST
GPR7 antagonist – human neuropeptides B/W receptor 1 antagonism | P48145 | GPR7-expressing cells, fluorescence antagonist assay | inhibition, % at 4.4 µM | actives 1.1% (n = 290,000); in the data active means inhibition above about 16%, passing the limit was not always enough;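 further: cells stimulated with the agonist NPW; 0% = agonist with vehicle and 100% = vehicle without agonist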
Target sequence (P48145 whole entry, looked up): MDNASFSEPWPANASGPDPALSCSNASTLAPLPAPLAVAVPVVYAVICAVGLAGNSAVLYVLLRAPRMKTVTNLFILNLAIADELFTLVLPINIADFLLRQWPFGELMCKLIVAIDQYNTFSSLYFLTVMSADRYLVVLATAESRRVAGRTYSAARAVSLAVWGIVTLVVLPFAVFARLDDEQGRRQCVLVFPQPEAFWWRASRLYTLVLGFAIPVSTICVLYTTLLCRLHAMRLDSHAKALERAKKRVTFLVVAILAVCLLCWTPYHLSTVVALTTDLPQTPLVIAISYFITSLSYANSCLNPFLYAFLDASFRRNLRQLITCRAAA
CHO parental Ca – signal in parental CHO cells, OX1R antagonist counter-screen. parental CHO-K1, ATP-induced calcium, Fluo-8 fluorescence. inhibition, % at 5.6 µM. actives 0.63% (n = 330,000). AID 463079;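 active means inhibition above that plate's mean sample inhibition plus 3 SD, cut at about 26% in these data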;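 further: 0% = ATP-challenged DMSO wells and 100% = DMSO wells without ATP; some compounds past the cut are filed as inactive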
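material = parental CHO cells | also added = ATP as calcium-mobilizing challenge | dosing = single point at 5.6 µM | detection = intracellular calcium via Fluo-8 no-wash fluorescent dye | read-out = % inhibition | benchmarks = low control ATP plus DMSO, high control DMSO only | repeats = one well per compound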
OXTR ag – activates the human oxytocin receptor; CHO-OTR cells, Fluo-8 calcium fluorescence; normalized: DMSO 0%, oxytocin 100%; P30559; AID 2435; activation, % at 3 µM; actives 0.32% (n = 320,000);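 active means activation above the mean of all tested compounds plus 3 SD, cutoff set per screening run, cut at about 20% in these data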;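 further: peak over basal fluorescence ratio from a 100 s FLIPR kinetic read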
CHO-K1 Ca ag – counter-screen for M1 agonists: effect in parental CHO-K1 cells; Fluo-8 calcium fluorescence; scaled to maximal ATP response, vehicle zero; activation, % at 3 µM; actives 0.48% (n = 360,000); in the data active means activation above about 15%;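 further: untransfected CHO-K1 host cells lacking M1 receptor as counterscreen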
TAAR1 antagonist – antagonists of human TAAR1; AID 624466; CHO RD-HGA16 TAAR1, Fluo-8 calcium fluorescence, antagonist; Q96RJ0; inhibition, % at 3 µM; actives 1.5% (n = 360,000);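 active means inhibition above a per-plate cutoff, the mean inhibition of test compounds on that plate plus 3 SD, cut at about 49% in these data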;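 further: 0% = DMSO plus EC80 beta-PEA response and 100% = DMSO alone without agonist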
Target sequence (Q96RJ0 whole entry, looked up): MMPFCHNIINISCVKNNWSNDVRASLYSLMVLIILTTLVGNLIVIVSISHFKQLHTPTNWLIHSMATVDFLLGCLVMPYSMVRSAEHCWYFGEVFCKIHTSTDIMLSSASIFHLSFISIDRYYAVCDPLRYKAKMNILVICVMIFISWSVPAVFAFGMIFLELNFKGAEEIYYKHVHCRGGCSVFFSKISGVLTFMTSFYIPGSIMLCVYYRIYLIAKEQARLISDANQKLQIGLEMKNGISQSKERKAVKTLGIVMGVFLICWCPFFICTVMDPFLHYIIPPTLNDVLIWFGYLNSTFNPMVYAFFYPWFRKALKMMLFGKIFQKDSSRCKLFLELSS
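Test system: hTAAR1-expressing CHO RD-HGA16 cells, Gα16-coupled; Probe or stimulus: EC80 β-phenethylamine stimulus; Compound dosing: single nominal final test compound concentration of 3 µM; Timing: 140 s kinetic read after compound, 140 s after agonist; Signal: Fluo-8 calcium-sensitive fluorescence; Measure: % inhibition of agonist calcium response; Controls: DMSO and EC80 PEA controls.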
OXTR potentiate – potentiators of human oxytocin receptor; AID 2445; activation, % at 3 µM; actives 0.061% (n = 320,000); P30559; CHO-OTR cells, Fluo-8 calcium fluorescence, potentiator mode; 0% = oxytocin EC15, 100% = EC100;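 active means activation above that plate's cutoff, the mean activation of tested compounds plus 3 SD, cut at about 6.6% in these data, passing the limit was not always enough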;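 further: 100% uses oxytocin at 75 nM as the full agonist control; some results filed as inactive read as strong as hits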
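Dosing: Single dose, 3.0 µM nominal final compound concentration | Material: Human OTR in CHO cells | Technique: Kinetic Fluo-8 calcium fluorescence | Benchmarks: EC15 oxytocin alone as 0%, 75 nM oxytocin as 100% | Probe or stimulus: Oxytocin at about EC15, sub-maximal agonist stimulus | Incubation: Compound 6 min at room temperature before oxytocin, 100 s read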
CHO-K1 Ca antag – counter-screen for M1 antagonists: effect in parental CHO-K1 cells; AID 602250; inhibition, % at 3 µM; ATP-induced calcium, Fluo-8 fluorescence; actives 0.6% (n = 360,000);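 active means inhibition above a per-plate cutoff, the plate's mean sample inhibition plus 3 SD, cut at about 24% in these data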;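 further: 0% = DMSO plus EC80 ATP and 100% = DMSO alone without ATP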
* marks the source's active call; other numbers are inactive results; nt = no result given. Rows are unselected, and some 3.5% of all compounds hit somewhere here.

SMILES	M1 PAM parental	V1aR counter	GPR7 antagonist	CHO parental Ca	OXTR ag	CHO-K1 Ca ag	TAAR1 antagonist	OXTR potentiate	CHO-K1 Ca antag
CC1Sc2ccc(S(=O)(=O)N3CCC(C(=O)NCc4ccccc4)CC3)cc2NC1=O (stereo not drawn)	1	5.5	2	-14	2.8	5.7	13	-5	-10
CCN(C(=O)CCS(=O)(=O)c1cccc2nsnc12)c1cccc(C)c1	7	-0.8	-12	-15	-0.3	4.8	-12	-4	-4
O=C(c1cc(N2C(=O)C3C4CCC(C4)C3C2=O)ccc1Cl)N1CCN(c2ccc(F)cc2)CC1 (stereo not drawn)	1	9.6	3	-12	5.9	12	43	-13	-2
CN(C)CCOCCOc1ccc(Cl)cc1Br	8	1.2	12	1	0.6	6.8	-20	0	-16
CNC(=O)c1cc2c(ccc3ccccc32)oc1=N	nt	-0.9	-4	-27	-1.2	nt	nt	-4	nt
Cc1c(C(=O)Nc2cc(F)cc(F)c2)cnn1-c1ccccc1	-8	4.5	-11	4	0.3	2.6	36	-10	3
COC(=O)c1c(NC(=O)CSc2nnc(-c3ccco3)n2Cc2ccccc2)sc(C)c1C	-5	0.0	6	-13	-0.2	-0.1	26	-3	-1
C=CC[C@@H](CC(=O)N[C@H](CO)Cc1ccccc1)C(=O)N[C@@H](COC(=O)[C@@H](CC=C)CC(=O)OC(C)(C)C)Cc1c[nH]c2ccccc12	11	1.2	nt	-17	0.7	0.1	33	-6	-12
CCOc1ccc(-n2c(SCC(=O)Nc3cc(C)on3)nnc2-c2c[nH]c3ccccc23)cc1	18	0.7	5	-4	-0.3	0.2	-7	0	-33
O=C(COC(=O)/C=C/c1cccc(F)c1)Nc1ccccc1-c1ccccc1	11	0.8	-1	-16	-0.7	0.7	-27	-10	-5
CCOC(=O)C1=C(C)NC(=O)NC1c1ccc(-c2ccc(F)cc2)o1 (stereo not drawn)	15	-0.6	-8	-11	-1.9	0.1	10	-8	-12
C=CCn1c(SCC(=O)NCCC2=CCCCC2)nc2ccc(Cl)cc2c1=O	28	1.3	-8	-7	-0.9	0.8	-1	-13	-11
COc1ccc(-c2nc(CN3CCC(C(=O)NC4CCCc5ccccc54)CC3)c(C)o2)cc1OC (stereo not drawn)	-17	nt	nt	nt	nt	0.0	-18	nt	2
Cc1cccc(-c2n[nH]nc2C2=CC(=O)CC(C)(C)C2)c1	11	nt	nt	nt	nt	0.9	-17	nt	-11
COc1ccc(/C(C)=N/NC(=O)Cc2c(C)nc(C)[nH]c2=O)cc1	-15	0.5	-4	-17	-1.5	-0.3	-6	-9	8
COc1ccc(NC(=O)c2cc(-c3cc(F)ccc3OCC3CCCO3)n[nH]2)cc1OC (stereo not drawn)	0	nt	nt	nt	nt	4.4	36	nt	9
CCc1ccc2c(c1)c(N=NC1=NC(=O)CS1)c(O)n2CC	-6	3.1	-12	-18	-2.2	-0.5	-10	-9	15
NC(=O)c1nsc(C(=O)N(c2ccccc2)C(C(=O)NC2CCCC2)c2cccs2)c1N (stereo not drawn)	-2	-0.4	-4	-36	-1.2	0.1	10	-7	-8
CCc1noc(C)c1C(=O)Nc1ccc(S(=O)(=O)N2CCC(C)CC2)cc1	10	8.9	nt	-8	1.5	5.3	0	-10	-5
C=CCOc1ccc(C(=O)/C=C2/C(=O)Nc3ccccc32)cc1	3	2.3	36	0	1.2	0.8	-14	-6	7
CCC(CO)Oc1cc(NC(=O)c2ccccc2[N+](=O)[O-])c2ncn(C(C)C)c2c1 (stereo not drawn)	14	0.7	nt	-16	-0.4	0.9	1	2	-14
CC(=O)N(C)c1ccc(NC(=O)COc2ccc(Br)cc2C)cc1	21	7.1	12	-9	6.5	4.6	13	-12	-5
COC(=O)[C@@]12CCCCN1[C@H](c1ccc(-c3ccc(Cl)c(Cl)c3)cc1)[C@H]1C(=O)N(C)C(=O)[C@H]12	13	1.4	nt	-17	1.6	0.3	-14	-6	-15
Cc1ccc(C)c(N2CCN(C(=O)CCc3nc(-c4cccc(Br)c4)no3)CC2)c1	6	nt	nt	-21	nt	1.0	-7	nt	-9
Cc1ccccc1CSc1nc(-c2ccccc2)cc(=O)[nH]1	22	-0.1	10	1	0.2	0.8	12	6	-10
CCOc1ccc(NCC(=O)Nc2ccc(Cl)cc2C)cc1	13	0.0	-12	-22	-0.6	1.5	-8	-9	7
CN(C)C(CNc1ncnc2ccccc12)c1c(F)cccc1Cl (stereo not drawn)	-1	1.5	-9	-5	1.2	2.6	3	-2	-4
O=C(Nc1ccc2nc3n(c(=O)c2c1)CCCCC3)C(=O)N1CCN(c2ccccc2F)CC1	11	0.0	-8	-30	-0.6	11	-4	-3	1
O=C(Cn1nnc2ccccc21)Nc1ccc(Cl)cn1	-11	-0.2	6	-11	0.3	-0.2	-4	-6	17
C=CCn1c(=NC(=O)c2ccccc2[N+](=O)[O-])sc2cc(S(C)(=O)=O)ccc21	20	0.5	-9	-5	2.0	4.2	29	1	1
O=C(Nc1ccc(Cl)cc1)Nc1cccnc1	1	9.7	-3	2	9.0	7.4	40	-1	11
NCCCC[C@@H]1NC(=O)[C@H](CCC(=O)O)NC(=O)c2cc([N+](=O)[O-])cc(I)c2SC[C@@H](C(=O)NCC(N)=O)NC1=O	16	-0.8	-10	1	-0.7	1.0	2	5	-13
Cc1ccnc(Nc2nc(-c3ccc(O)cc3)cs2)c1	24	-0.9	14	3	-1.0	1.3	5	-9	-13
COc1cc(/C=C(\C#N)C(=O)c2c[nH]c3ccccc23)cc(OC)c1O	7	6.6	-5	-2	12	19*	-8	-18	14
c1ccc(CSc2ncnc3ccccc23)cc1	7	-1.3	6	-25	-2.4	0.9	-13	-9	2
COc1ccccc1N=C(C)C1=C(O)CC(c2ccccc2)CC1=O (stereo not drawn)	12	0.3	-7	-11	0.5	3.4	-28	-4	-21
COc1ccccc1C(=O)N/C(=C\c1ccccc1)C(=O)NC(Cc1ccccc1)C(=O)O (stereo not drawn)	2	0.0	5	-4	-0.2	0.3	-16	-7	-12
COc1cc(SC)ccc1C(=O)NCCOc1c(C)cc(C)cc1C	18	2.7	13	-7	0.9	1.2	24	-3	-2
N#C/C(=C\c1cccc(O)c1)C(=O)N1CCCCC1	3	0.8	-6	0	0.4	0.8	0	-3	-7
CCc1ccc2c(c1)C(=O)C[C@]1(CCC[C@H](C)C1)O2	-9	0.3	nt	-8	-1.3	-0.6	3	-12	2
CC(C)(C)n1cnc2cc(NC(=O)c3cccs3)ccc21	10	1.4	-7	-2	2.0	1.3	1	-3	-9
O=S(=O)(NC1=NCCCCC1)c1cc(F)ccc1F	-20	1.2	nt	-7	-0.1	-0.3	0	-4	4
CN(C)/C=C1\NC(=S)N(c2ccc(Cl)cc2)C1=O	20	0.4	-14	1	0.7	1.0	11	-25	-8
C=CCn1c(COc2cccc(C)c2)nnc1SCC(=O)c1c(N)n(C)c(=O)n(C)c1=O	7	nt	nt	nt	nt	0.2	-17	nt	-3
Cc1cc(C)n(CCC(=O)N/N=C/c2ccc(O)cc2O)n1	-3	0.3	-7	9	-2.3	0.2	-37	-5	8
Cc1c(C(=O)N2CCN(Cc3ccc4c(c3)OCO4)CC2)sc2ncnc(N3CCN(c4ccccc4)CC3)c12	-11	8.2	44*	2	2.6	9.4	19	-6	7
NC(=O)c1ccc(NC(=O)CSc2nncn2-c2ccccc2)cc1	13	-0.2	-8	-3	0.0	0.8	14	-2	-12
O=C(NCCc1c[nH]c2ccccc12)/C(=C\c1cccnc1)NC(=O)c1cccs1	19	-0.3	-1	-5	-0.2	1.1	-2	-2	-6

Arranged by count of non-hydrogen atoms (descending): 9 of the compounds above
SMILES	M1 PAM parental	V1aR counter	GPR7 antagonist	CHO parental Ca	OXTR ag	CHO-K1 Ca ag	TAAR1 antagonist	OXTR potentiate	CHO-K1 Ca antag
Cc1c(C(=O)N2CCN(Cc3ccc4c(c3)OCO4)CC2)sc2ncnc(N3CCN(c4ccccc4)CC3)c12	-11	8.2	44*	2	2.6	9.4	19	-6	7
COc1ccccc1C(=O)N/C(=C\c1ccccc1)C(=O)NC(Cc1ccccc1)C(=O)O (stereo not drawn)	2	0.0	5	-4	-0.2	0.3	-16	-7	-12
C=CCn1c(COc2cccc(C)c2)nnc1SCC(=O)c1c(N)n(C)c(=O)n(C)c1=O	7	nt	nt	nt	nt	0.2	-17	nt	-3
O=C(NCCc1c[nH]c2ccccc12)/C(=C\c1cccnc1)NC(=O)c1cccs1	19	-0.3	-1	-5	-0.2	1.1	-2	-2	-6
COc1ccccc1N=C(C)C1=C(O)CC(c2ccccc2)CC1=O (stereo not drawn)	12	0.3	-7	-11	0.5	3.4	-28	-4	-21
Cc1cc(C)n(CCC(=O)N/N=C/c2ccc(O)cc2O)n1	-3	0.3	-7	9	-2.3	0.2	-37	-5	8
CC(C)(C)n1cnc2cc(NC(=O)c3cccs3)ccc21	10	1.4	-7	-2	2.0	1.3	1	-3	-9
O=S(=O)(NC1=NCCCCC1)c1cc(F)ccc1F	-20	1.2	nt	-7	-0.1	-0.3	0	-4	4
CN(C)/C=C1\NC(=S)N(c2ccc(Cl)cc2)C1=O	20	0.4	-14	1	0.7	1.0	11	-25	-8

Continuation.
SMILES	M1 PAM parental	V1aR counter	GPR7 antagonist	CHO parental Ca	OXTR ag	CHO-K1 Ca ag	TAAR1 antagonist	OXTR potentiate	CHO-K1 Ca antag
Cc1c(N=Cc2ccncc2)c(=O)n(-c2ccccc2)n1C	1	1.7	-9	0	-0.2	-0.2	1	-10	0
CCOc1ccccc1NC(=O)C(OC(=O)c1ccc(O)cc1)c1ccccc1 (stereo not drawn)	-4	1.7	-2	-2	-1.0	1.1	16	-10	7
Cc1ccc(C)c(NC(=O)C(OC(=O)c2cnc(C)cn2)c2ccccc2)c1 (stereo not drawn)	8	-0.9	nt	-7	-2.5	0.5	-23	-9	-10
CN(C)CC1CCCCC1OC(=O)/C=C/c1ccccc1 (stereo not drawn)	-15	0.5	-17	-14	1.2	0.2	-23	-12	-2
Cc1oc(-c2cccc(Cl)c2)nc1CSc1nc2c(c(=O)[nH]1)CCC2	27	-0.9	-1	-5	-1.1	0.3	nt	-8	-1
O=C(NC1CCCC1)[C@@H]1CSC2c3ccccc3C(=O)N21 (stereo partly drawn)	26	0.6	8	-10	-0.3	1.5	-1	2	-15
O=C(CCn1nnc2ccccc21)N1CCN(c2ccccc2)CC1	9	0.1	11	-6	0.1	1.2	-6	-11	-2
